High-throughput results deposited in PubChem by several laboratories.
MEX-5 binding – C. elegans MEX-5 TCR-2 RNA binding activity. activity score (negative = inhibition of binding), % at 10 µM. MEX-5/FITC-TCR2 RNA binding, fluorescence polarization; stronger effect = lower value. Q9XUB2. 0.38% of 300,000 active;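 active means inhibition past about -25% in most replicates, and total fluorescence under double the plate's negative control median, limit read from the data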;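 further: 0% = DMSO and -100% = 5 µM competing unlabeled TCR2 RNA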
Target sequence (Q9XUB2 whole entry, looked up): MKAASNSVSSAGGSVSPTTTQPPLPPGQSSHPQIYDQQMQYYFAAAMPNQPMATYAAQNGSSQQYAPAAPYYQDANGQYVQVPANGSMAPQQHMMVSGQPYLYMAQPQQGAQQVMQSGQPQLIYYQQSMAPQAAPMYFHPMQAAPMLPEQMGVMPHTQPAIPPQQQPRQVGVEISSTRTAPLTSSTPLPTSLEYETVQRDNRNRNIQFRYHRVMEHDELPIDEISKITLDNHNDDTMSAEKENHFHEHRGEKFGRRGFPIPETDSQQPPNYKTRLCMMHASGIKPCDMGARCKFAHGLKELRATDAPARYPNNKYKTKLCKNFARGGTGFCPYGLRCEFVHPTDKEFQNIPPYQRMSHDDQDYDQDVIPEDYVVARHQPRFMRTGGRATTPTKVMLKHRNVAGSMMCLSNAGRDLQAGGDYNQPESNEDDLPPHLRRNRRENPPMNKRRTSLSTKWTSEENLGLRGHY
BCLXL inh – blocks human Bcl-xL binding to Bim BH3 peptide; Q07817; GST-Bcl-xL / FITC-Bim BH3 peptide fluorescence polarization; inhibition, % at 10.9 µM; 0.7% of 320,000 active; AID 2129;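 active means inhibition above the mean of all tested compounds plus 3 SD, cutoff set per campaign, cut at about 30% in these data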;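 further: 0% = DMSO wells and 100% = unlabeled Bim-BH3 peptide competitor; inhibitors lower millipolarization by displacing the labeled peptide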
GLD-1 RNA inh – GLD-1-TGE RNA interaction inhibition (C. elegans). Q17339. purified GLD-1 + fluorescein TGE RNA, fluorescence polarization. inhibition, % at 5.96 µM. 0.44% of 320,000 active. AID 2280;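 active means percent inhibition above a per-plate cutoff, the plate mean of test compounds plus 3 SD, cut at about 30% in these data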;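 further: 0% = DMSO wells with GLD-1 and probe and 100% = wells lacking GLD-1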
AHR activator – activates the human aryl hydrocarbon receptor; P35869; AHR-responsive luciferase reporter cells, luminescence; activation, % at 5 µM; 2.5% of 320,000 active; AID 2796; in the data active means activation above about 47%;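 further: 0% = vehicle wells and 100% = reference agonist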
MCL1 BIM primary – disrupts human MCL1 binding to BIM-BH3 peptide. Q07820. 0.68% of 320,000 active. inhibition, % at 10.9 µM. GST-MCL1 / FITC-Bim-BH3 fluorescence polarization;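 active means inhibition above the mean inhibition of all tested compounds plus 3 SD, set per campaign, cut at about 40% in these data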;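 further: 0% = DMSO wells and 100% = unlabeled Bim-BH3 peptide control; higher means more loss of mP so more displacement of Bim peptide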
PAFAH1B2 inh – blocks human PAF acetylhydrolase 1b catalytic subunit 2; P68402; recombinant PAFAH1B2, FP-rhodamine activity probe, fluorescence polarization; inhibition, % at 3.39 µM; 1.2% of 340,000 active;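 active means inhibition above the mean of all tested compounds plus 3 SD, cut at about 24% in these data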;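 further: 0% = enzyme with DMSO and 100% = wells lacking PAFAH1B2; many of its hits are not listed in these tables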
Target sequence (P68402 whole entry, looked up): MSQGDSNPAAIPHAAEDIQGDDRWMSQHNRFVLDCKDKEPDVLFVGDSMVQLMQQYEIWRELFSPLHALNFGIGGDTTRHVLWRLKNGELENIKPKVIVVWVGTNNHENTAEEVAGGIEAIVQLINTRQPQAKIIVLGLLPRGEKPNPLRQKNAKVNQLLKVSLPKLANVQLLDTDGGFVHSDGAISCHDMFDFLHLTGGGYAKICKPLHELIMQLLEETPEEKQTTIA
PME-1 inh – blocks human protein phosphatase methylesterase 1. Q9Y570. 0.53% of 320,000 active. recombinant PME-1, FP-Rh probe fluorescence polarization. inhibition, % at 5.9 µM;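 active means inhibition above the campaign mean of all compounds plus 3 SD, cut at about 26% in these data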;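 further: competitive labeling of PME-1 active site by serine hydrolase directed probe; 0% = PME-1 with DMSO and 100% = wells lacking PME-1 enzyme; inhibitors block probe labeling so polarization falls and inhibition rises; many of its hits are not listed in these tables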
Target sequence (Q9Y570 whole entry, looked up): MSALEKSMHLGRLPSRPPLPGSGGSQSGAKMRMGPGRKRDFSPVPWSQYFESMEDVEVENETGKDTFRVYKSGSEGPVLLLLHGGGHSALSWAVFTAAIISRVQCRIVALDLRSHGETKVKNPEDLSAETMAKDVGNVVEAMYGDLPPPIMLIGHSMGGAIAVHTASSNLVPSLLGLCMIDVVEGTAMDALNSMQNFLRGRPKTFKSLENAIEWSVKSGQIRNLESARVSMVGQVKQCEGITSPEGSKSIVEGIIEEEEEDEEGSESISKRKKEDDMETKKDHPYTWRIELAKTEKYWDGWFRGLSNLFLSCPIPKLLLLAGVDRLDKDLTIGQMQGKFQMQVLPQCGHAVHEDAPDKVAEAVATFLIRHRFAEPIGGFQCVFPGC
pPAFAH FP inh – inhibitors of human plasma PAF acetylhydrolase (pPAFAH); Q13093; recombinant pPAFAH, FP-rhodamine probe fluorescence polarization; inhibition, % at 3.39 µM; 1.5% of 330,000 active; AID 463082;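 active means inhibition above the mean inhibition across the screen plus 3 SD, cut at about 25% in these data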;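 further: inhibitors block binding of the rhodamine activity-based probe so polarization drops; 0% = enzyme with DMSO and 100% = wells lacking pPAFAH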
Fam108B inh – Fam108B inhibition, counter-screen for RBBP9 inhibitors | recombinant Fam108B, FP-Rh probe fluorescence polarization | inhibition, % at 9.51 µM | 0.33% of 300,000 active | AID 1947;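 active means inhibition above the screen mean inhibition plus 3 SD, computed separately per campaign, cut at about 18% in these data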;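 further: inhibitors lower polarization as less probe binds the enzyme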
Starred values were filed as active, the others as inactive; · = no result given. This is a subset (hit frequency here may not be typical).

SMILES	MEX-5 binding	BCLXL inh	GLD-1 RNA inh	AHR activator	MCL1 BIM primary	PAFAH1B2 inh	PME-1 inh	pPAFAH FP inh	Fam108B inh
Cc1nc2c(C(=O)NCCC(C)C)c[nH]n2c(=O)c1Cc1ccccc1F	-2.1	1	-2	-1	7	6	7	31*	8
O=c1cc(C(F)(F)F)nc(SCc2cccc3ccccc23)[nH]1	-0.8	6	6	-2	7	9	-13	3	2
O=C(O)COCc1nc2ccccc2s1	-0.1	2	7	1	3	2	3	3	0
COc1cc(/C=N/Nc2nc(N3CCCCC3)nc(N3CCCCC3)n2)ccc1OC(=O)c1ccco1	1.8	-6	-5	-1	-9	·	-6	8	3
COc1ccccc1C(=O)NCCC(=O)N1CCCC(C)C1 (stereo unspecified)	-0.5	0	10	10	1	-1	2	1	-2
CCOC(=O)[C@H]1[C@H]2COc3ccc(C)cc3[C@@H]2N2C(=O)CN(Cc3ccccc3)C(=O)[C@@]12C	·	1	3	-1	4	3	2	-2	·
COc1cc(/C=C(\C#N)C(N)=O)ccc1OCc1c(C)no[n+]1[O-]	-1.5	3	6	2	2	-1	3	5	-5
COc1ccc(-c2nnc(SCC#CCO)o2)cc1OC	-0.9	-20	-7	22	-5	-2	0	-5	4
CCOC(CNC(=O)C1CCN(S(=O)(=O)c2ccc3nc4c(c(C(=O)O)c3c2)CC(C)CC4)CC1)OCC (stereo unspecified)	0.5	16	14	0	12	2	0	12	-1
CCOC(=O)CSc1nnc(CNC(=O)c2ccc(OC)cc2OC)n1C	-0.4	-1	2	-2	-4	7	-2	4	-3
COc1ccc(C)cc1S(=O)(=O)N(CC(=O)N1CCOCC1)Cc1ccccc1	0.4	7	1	1	-1	-1	2	3	1
CCOC(=O)C1(Cc2cccc(F)c2)CCN(CC(O)CO)CC1 (stereo unspecified)	-1.7	0	-8	0	0	6	-2	5	-4
Cc1ccc(S(=O)(=O)c2nc(-c3ccccc3Cl)oc2NCCCN2CCOCC2)cc1	4.3	-1	6	-6	5	7	5	-1	3
CCOc1ccc(N(C(=O)c2cnccn2)C(C(=O)NC2CCCCC2)c2ccc(O)cc2)cc1 (stereo unspecified)	-1.6	7	6	4	3	5	-4	-6	-1
O=C(NCc1ccccn1)c1c(O)c2cccc3c2n(c1=O)CC3	1.2	3	11	8	4	-3	3	4	4
CCCn1c(SCC(=O)Nc2cccc(F)c2)nc(O)cc1=O	·	-4	-3	0	3	1	-9	-8	·
CCOC(=O)C1CCN(C(=O)C2CCN(S(=O)(=O)c3ccc4ccccc4c3)CC2)CC1	-4.0	6	-1	1	8	-1	12	-1	5
Cc1ccc(C(=O)NC(=S)Nc2ccc(S(=O)(=O)N(C)c3ccccc3)cc2)cc1	-2.1	-7	5	3	-7	-4	-1	1	-9
Cc1ccc(N2CCN(CCCN3C(=O)C4CCCN4C3=O)CC2)cc1 (stereo unspecified)	-4.8	6	3	1	12	2	9	10	3
CCOC(=O)/C=c1\s/c(=C\c2ccc(C)cc2)c(=O)n1CC(=O)NCc1ccco1	-2.6	9	3	8	-2	-8	-3	-1	-32
O=c1c2sc3nc(N4CCOCC4)c4c(c3c2nnn1Cc1ccccc1)CCCC4	1.8	-1	1	6	-2	-4	1	5	-4
O=C(c1ccc(CS(=O)(=O)c2ccccc2)o1)N1CCN(c2ccccc2)CC1	1.2	7	5	0	26	1	6	15	2
CN(C)S(=O)(=O)c1cccc(-n2sc3ccccc3c2=O)c1	·	0	-2	3	5	-4	0	4	-1
CC(=O)Nc1ccc(N=NC2C(=O)N(C(N)=S)N=C2C)cc1 (stereo unspecified)	-14	5	4	104*	0	6	3	4	4
O=C(O)c1cccc(-c2nc3ccccc3[nH]2)c1	1.1	7	7	-4	11	3	2	-2	0
(list continues)
SMILES	MEX-5 binding	BCLXL inh	GLD-1 RNA inh	AHR activator	MCL1 BIM primary	PAFAH1B2 inh	PME-1 inh	pPAFAH FP inh	Fam108B inh
COc1cccc2c(=O)c(C(=O)NCc3cccs3)c[nH]c12	-0.3	-1	10	30	4	-9	10	2	2
CCCNC(=O)CCn1nc(-c2ccc(Cl)cc2)c2ccccc2c1=O	·	3	3	1	2	11	-1	3	4
CCc1cccc(NS(=O)(=O)c2c(C)nc3scc(C)n3c2=O)c1	2.3	3	1	6	2	4	7	-4	-4
COc1ccc(-n2cnnc2SCC(=O)Nc2ccc(N3CCOCC3)cc2)cc1	1.4	-2	-1	8	1	3	2	4	2
Cc1ccc(Nc2cnn(C34CC5CC(CC(CC(=O)O)(C5)C3)C4)c(=O)c2Cl)cc1	1.7	8	-3	2	7	-5	2	3	0
CCOC(CNc1cc(C)nc2c(-c3ccccc3OC)c(C)nn12)OCC	0.1	8	-1	1	0	1	-2	7	-5
CCN1CCc2c(sc(NC(=O)c3ccc(S(=O)(=O)N(CC)c4ccccc4)cc3)c2C(N)=O)C1	-1.6	-32	-66	4	-86	5	1	1	-5
CCOC(=O)Cc1csc(CC(N)=O)n1	-3.8	4	4	-3	3	6	2	0	2
CCN(CC)CCCN(C(=O)c1cccc(C)c1)c1nc(-c2ccc(OC)cc2)cs1	4.6	2	2	0	8	7	3	2	2
CC12CCC(C(=O)N3CCCCCC3)(OC1=O)C2(C)C (stereo unspecified)	-1.1	3	-5	3	-1	1	-5	1	3
CC1=C(C#N)S(=O)(=O)C(C#N)C(c2ccccc2)C1 (stereo unspecified)	-0.2	0	11	0	1	·	-2	3	-1
CCOC(=O)CSc1nc(=O)n2cccc(C)c2n1	-0.1	-1	-2	-1	-4	·	1	1	-1
CCCCNC(=O)C1CCN(S(=O)(=O)c2ccc3c(c2)CC(C)N3C(=O)C2CC2)CC1 (stereo unspecified)	1.1	4	-10	0	-3	0	3	-1	0
COc1ccccc1C(=O)NC(CCSC)C(=O)NCC(c1cccs1)N1CCOCC1 (stereo unspecified)	0.2	2	6	1	4	6	-5	1	1
COc1cc(OC)c(S(=O)(=O)Nc2ccccc2N2CCOCC2)cc1NC(C)=O	-0.9	-1	0	4	2	7	-2	2	-3
O=C(COc1ncnc2c(Cl)cc(Cl)cc12)Nc1cc([N+](=O)[O-])ccc1Cl	-0.4	-1	4	10	-9	-2	-10	-5	-3
COc1cc(C#Cc2c(-c3cncn3C)n(C)c3ccc(-c4ccc(OC)c(OC)c4)cc23)cc(OC)c1	·	5	-7	68*	9	4	5	15	·
Cc1ccccc1OCCCCCCN1CCNCC1	3.0	3	4	0	5	0	-5	0	2
CC(NC(=O)c1cccc(OC2CCN(C3CCN(C)CC3)CC2)c1)c1ccccc1 (stereo unspecified)	2.8	2	3	-2	1	-4	5	5	1
Nn1c(SCC(=O)NCCc2ccc(S(N)(=O)=O)cc2)nnc1C1CCCCC1	·	·	1	-1	·	-2	·	-1	·
O=C(CSc1nnc(-c2ccc(O)cc2)n1Cc1ccco1)N1CCc2ccccc2C1	4.0	2	-3	1	-1	5	-1	-1	2
O=C(NCCCN1CCN(Cc2ccccc2)CC1)C1CCN(S(=O)(=O)N2CCCC2)CC1	0.0	1	5	1	1	3	3	4	1
COc1ccccc1C(=O)NCCC(=O)NCC1CCCO1 (stereo unspecified)	·	3	7	0	1	-1	-6	-1	·
CC(C)NC(=O)c1ccc2c(=O)n(Cc3ccco3)c(=S)[nH]c2c1	1.2	-1	6	36	-4	2	-5	1	2
COC(=O)c1ccc(CSc2nc(C)nc3c2c(=O)n(C)c(=O)n3C)o1	-1.2	3	6	6	5	0	-1	-1	2
(listing goes on)
SMILES	MEX-5 binding	BCLXL inh	GLD-1 RNA inh	AHR activator	MCL1 BIM primary	PAFAH1B2 inh	PME-1 inh	pPAFAH FP inh	Fam108B inh
C=CCn1c(CCCOc2ccc(Cl)cc2Cl)n[nH]c1=S	0.2	-23	1	3	-6	0	-4	3	-1
CC(=O)Nc1ccc(S(=O)(=O)NNC(=S)NCc2ccco2)cc1	-2.7	3	2	-6	2	1	5	-2	-1
CN(C(=O)CCc1ccccc1F)C1CCCN(Cc2ccccc2F)C1 (stereo unspecified)	1.1	3	-6	0	0	10	2	5	3
Cc1nonc1CN(C)C(=O)c1cc(COc2ccc(F)cc2Cl)on1	0.4	1	3	5	0	-6	-1	26*	-4
N#Cc1nc(-c2cccc3ccccc23)oc1N	·	5	-3	-3	2	7	5	7	·
O=C(Nc1cccc(-n2cnnn2)c1)c1cc2ccccc2o1	-1.5	-1	-1	-4	-4	-3	-19	13	-15
C/C(CC(=O)Nc1ccc(N(C)C)cc1)=N\NC(=O)c1ccc(Cl)cc1	-0.7	-9	-3	7	-6	1	-6	-1	-10
COc1cc(NC(=O)Cc2nn(C)c(=O)c3ccccc23)cc(OC)c1	-0.9	2	-5	14	-10	1	-1	1	-4
CC(C)Oc1ccc(C2NC(=O)c3ccccc3O2)cc1 (stereo unspecified)	1.1	-3	-1	-2	-15	0	1	-1	-6
Cc1csc(N2CCCC2=O)n1	-0.1	0	-1	-1	4	4	-3	6	1
Cc1cc2oc(C(=O)NCc3ccccc3)cc(=O)c2cc1C	0.2	-1	-6	10	-6	2	-4	5	4
CC1CCc2c(sc(NC(=O)c3cccs3)c2C(=O)O)C1 (stereo unspecified)	-2.8	-3	-3	24	-10	13	-4	10	-1
CC1(C)CC(=O)C=C(NCCN2CCN(C(=S)Nc3ccc(F)cc3)CC2)C1	-0.7	0	5	1	0	5	2	1	-1
CCCc1cc(=O)[nH]c(SCC(=O)Nc2cc(S(=O)(=O)N3CCOCC3)ccc2N(CC)CC)n1	·	·	5	1	·	10	·	1	·
O=C(Cn1cc2c(n1)CCCCC2)N1CCCCC1	-0.4	5	4	8	8	0	-2	-2	2
O=C(Nc1c(S(=O)(=O)c2ccccc2)csc1Br)c1ccccc1Cl	-2.0	-3	10	2	-1	·	2	2	-2
CCOC(=S)N/C(=N\S(=O)(=O)c1ccc(C)cc1)c1ccccc1	-1.7	1	6	2	14	1	2	3	3
C=CCOC(=O)C(=O)/C=C/c1coc2ccccc2c1=O	5.0	52*	63*	2	46*	-2	10	6	2
Cc1cccc(Nc2nnc(SCC(=O)Nc3ccccc3[N+](=O)[O-])s2)c1C	2.6	3	0	19	3	10	4	14	-4
Cc1ccc2c(c1)C(=O)C(=O)N2CC1COc2ccccc2O1 (stereo unspecified)	-2.0	2	0	0	-4	6	2	10	4
c1cncc(-c2nnc3sc(-c4ccco4)nn23)c1	0.7	5	9	-6	7	-1	-1	3	-3
COc1ccc(-c2[nH]c(-c3ccc(F)cc3)nc2SCC(=O)NCc2ccco2)cc1OC	-0.1	-4	-1	80*	2	4	3	3	-1
COC(=O)c1ccc(C(=O)OC)c(NC(=S)N2CCCC(C)C2)c1 (stereo unspecified)	-0.1	8	3	11	9	-2	-6	3	-1
Cc1ccccc1N1C(=O)CC(N2CCN(C(=O)c3ccco3)CC2)C1=O (stereo unspecified)	-2.4	5	-6	0	3	0	3	1	7
S=C(NC1CCCCC1)N1CCn2cccc2C1c1cccnc1 (stereo unspecified)	0.7	-3	-5	3	-3	-1	0	5	5
COc1ccc(NC(=O)c2ccc3[nH]c(C)c(C)c3c2)c(OC)c1	2.6	4	-2	7	-3	4	7	3	0
COc1cccc(CNC(=O)C2CCN(C(=O)N(C)C)CC2)c1	-2.9	2	3	-1	-1	-2	5	2	-1
